Screening data (PubChem)
ABCB6 inh MLPCN – human ABCB6 transporter inhibition | Q9NP58 | K562-ABCB6 porphyrin accumulation, flow cytometry, 1 h; active compounds read low | fluorescence ratio to DMSO, % at 10 µM | 0.19% of 360,000 active | AID 602162;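 active means fluorescence ratio to DMSO below 75%, the collection mean minus 3 SD; inconclusive means too few cells collected in the well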;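 further: signal is porphyrin accumulated inside mitochondria; 100% equals median channel fluorescence of DMSO control wells; lower ratio means ABCB6 inhibition with less porphyrin fluorescence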
Exocytosis inh – lytic granule exocytosis inhibition; TALL-104 LAMP-1 surface exposure, flow cytometry; cells stimulated with thapsigargin and PMA; inhibition, % at 10 µM; 0.66% of 360,000 active; AID 651702;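 active means inhibition above about 55%, limit read from the data; inconclusive means no clear call, values can overlap the other calls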
PDI turbidity – inhibitors of human protein disulfide isomerase; inhibition, % at 10 µM; PDI insulin aggregation turbidity, A650, 90 min; P07237; 0.052% of 350,000 active;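 active means mean inhibition across replicates of 30% or more, whatever share of single replicates reach that level; inconclusive means mean inhibition below 30% while every single replicate reaches 30%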;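 further: absorbance from insulin aggregation driven by PDI reduction with DTT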
MC4R barr agon – human MC4R agonism via beta-arrestin; P32245; U2OS MC4R beta-arrestin complementation, luminescence; percent of melanotan II response, DMSO zero; activation, % at 8.9 µM; 0.98% of 360,000 active; AID 540308;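 active means activation above a per-plate cutoff, the mean activation of sample wells on that plate plus 3 SD, cut at about 8% in these data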
CaV13 ICDI inh – Primary screen for inhibitors of IQ motif and Ca2+-dependent inactivation inhibitor domain binding in CACNA1D, Förster resonance energy transfer in living cells, …. HEK cells, CFP/YFP FRET ICDI-IQ, plate reader, 10 min; percent FRET-ratio fall versus neutral wells. inhibition, % at 12.3 µM. 0.098% of 340,000 active;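 active means mean replicate inhibition of at least 30% and at least 1% of replicates passing that level; inconclusive means only one of the two criteria is met; inactive means neither criterion is met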;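 further: 0% = median of the neutral control wells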
Cardio protect – myocardial damage modulation in H9c2 cells. H9c2 cardiomyocytes, H2O2 injury protection, ATPLite, 2 h. 0.63% of 360,000 active. protection from H2O2 cell death, % at 20 µM;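 active means compounds giving at least 50% protection of heart cells from peroxide-induced death in the single-dose screen, raw or plate-pattern-corrected value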;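 further: 0% = DMSO wells with peroxide and 100% = DMSO wells without peroxide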
m5-HT2A agonist – agonists of mouse serotonin 5-HT2A receptor (HTR2A) | 0.66% of 360,000 active | AID 624169 | CHO-K1 mHTR2A beta-arrestin complementation, luminescence; percent of 30 µM serotonin response | activation, % at 7.6 µM | P35363;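 active means activation above a run cutoff, the mean activation of all tested compounds plus 3 SD, cut at about 14% in these data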;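 further: 0% = plate median of compound wells and 100% = 30 µM serotonin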
ABHD5 PLIN5 PPI – blocks binding of human ABHD5 to perilipin-5 | Q00G26+Q8WTS1 | Split G. princeps luciferase complementation, luminescence, 4 h | inhibition, % at 4 µM | 0.78% of 360,000 active;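 active means inhibition above the mean inhibition across every tested compound plus 3 SD, cut at about 22% in these data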;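 further: 0% = DMSO only wells and the 100% control is not disclosed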
Target sequence (Q00G26 whole entry, looked up): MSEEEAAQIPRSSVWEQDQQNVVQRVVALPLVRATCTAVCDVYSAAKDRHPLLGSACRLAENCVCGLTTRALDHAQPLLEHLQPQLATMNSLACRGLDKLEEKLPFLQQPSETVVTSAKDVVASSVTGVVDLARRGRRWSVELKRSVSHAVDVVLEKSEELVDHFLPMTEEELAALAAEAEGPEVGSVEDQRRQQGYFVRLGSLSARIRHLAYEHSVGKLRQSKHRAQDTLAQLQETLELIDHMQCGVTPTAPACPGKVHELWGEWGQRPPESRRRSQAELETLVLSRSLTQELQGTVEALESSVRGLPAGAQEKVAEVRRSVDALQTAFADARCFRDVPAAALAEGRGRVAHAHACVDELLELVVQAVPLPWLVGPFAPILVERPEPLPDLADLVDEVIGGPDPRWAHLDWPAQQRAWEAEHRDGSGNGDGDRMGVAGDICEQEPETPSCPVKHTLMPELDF
Target sequence (Q8WTS1 whole entry, looked up): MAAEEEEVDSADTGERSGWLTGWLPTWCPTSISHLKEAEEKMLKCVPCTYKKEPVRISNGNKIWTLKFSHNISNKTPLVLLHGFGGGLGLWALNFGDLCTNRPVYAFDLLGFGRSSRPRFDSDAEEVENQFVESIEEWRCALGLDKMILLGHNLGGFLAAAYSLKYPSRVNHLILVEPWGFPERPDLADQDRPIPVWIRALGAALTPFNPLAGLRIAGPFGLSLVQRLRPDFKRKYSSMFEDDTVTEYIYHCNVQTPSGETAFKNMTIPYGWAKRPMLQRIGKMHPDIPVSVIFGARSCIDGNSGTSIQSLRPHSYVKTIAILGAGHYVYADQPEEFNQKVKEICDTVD
MC4R antag cAMP – human MC4R antagonism in cAMP assay; P32245; MC4R-expressing cells, MTII-stimulated cAMP, LANCE TR-FRET; inhibition, % at 6.5 µM; 0.48% of 360,000 active;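 active means inhibition above its plate's cutoff, the mean of tested wells on that plate plus 3 SD, cut at about 29% in these data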;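 further: 0% = Melanotan II alone and 100% = Melanotan II plus saturating MCL0020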
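System – human MC4R-expressing U2OS cells · Also added – Melanotan II · Dosing – one concentration, 6.5 µM nominal · Timing – 30-min compound, 1-h challenge, 1-h detection, room temperature · Measured by – Eu-cAMP/anti-cAMP TR-FRET, emission 671 nm · Replicates – singlicate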
N-glyco inh – blocks N-linked glycosylation in D54 reporter cells. reporter increase, % at 12.5 µM. D54 ERlucT glycosylation luciferase reporter, 24 h; percent of 100 nM tunicamycin response. 0.23% of 360,000 active;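 active means mean luciferase reporter signal, scaled so untreated is 0 and the glycosylation-blocking control 100, at or above a set limit in every replicate; inconclusive means mean reaches the limit but not every replicate does; inactive means mean below the limit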;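 further: luciferase carries N-glycosylation sites so blocking glycosylation raises the light; 0% = median of neutral control wells and 100% = median of 100 nM tunicamycin wells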
The depositor's hits bear a star; ? = inconclusive; . = no result given.

SMILES	ABCB6 inh MLPCN	Exocytosis inh	PDI turbidity	MC4R barr agon	CaV13 ICDI inh	Cardio protect	m5-HT2A agonist	ABHD5 PLIN5 PPI	MC4R antag cAMP	N-glyco inh
COc1ccc(C2C(C(C)=O)=C(Nc3ccccc3)CC(C)(O)C2C(C)=O)cc1OC (centres undefined)	111	-8	-2	-1.2	-6	-3	-2	-2	20	-1
CCCC(=O)Nc1ccc(C(=O)N/N=C/c2ccc[nH]2)cc1	95	0	-2	0.7	-5	4	2	-1	18	-2
CCCC(=O)NC(C)C(c1cccs1)N1CCN(c2ccccc2)CC1 (centres undefined)	94	-4	4	-1.2	.	11	1	0	11	-2
O=C(COc1ccccc1)Nc1ccc2[nH]ncc2c1	100	-1	6	-0.4	-3	-1	-1	-1	-1	-2
COc1cc(S(=O)(=O)N2CCOCC2)ccc1NC(=O)COC(=O)/C=C/c1cc(OC)c(OC)c(OC)c1	91	8	-2	-2.2	-5	30	-2	0	0	2
O=C1C=C(c2cc3ccccc3s2)C[C@@H](c2ccc3c(c2)OCO3)C1	87	2	-7	0.0	-11	-13	3	-4	7	-3
CCOc1ccccc1N1C(=O)c2cccnc2C1=O	98	6	-7	1.0	-6	-2	6	-6	-3	2
COc1ccc(N=C2SCC(c3ccc([N+](=O)[O-])cc3)=NN2CCO)cc1	93	-1	-8	-0.4	1	1	0	-1	-2	2
CC(/C=N\NC(=O)Cn1c(C)nc2ccccc21)=C\c1ccccc1	90	-3	3	0.3	-4	-28	2	0	6	2
CCOC(=O)C1C(=O)NC(N2CCc3ccccc32)=NC1c1ccccc1 (centres undefined)	102	2	-9	2.0	.	11	2	8	9	3
COc1ccc(CN2CCN(C(C)C(=O)N3CCc4ccccc43)CC2)cc1OC (centres undefined)	90	16	-7	-1.5	-5	1	-1	-5	2	-1
S=c1nc(-c2ccccc2)n(CCCn2ccnc2)c2c1CCCC2	100	0	8	0.5	-6	2	1	0	6	1
C(=NNc1nnn(Cc2ccccc2)n1)c1ccccc1	100	-2	0	4.8	-10	-6	-9	-1	-10	16
Cc1ccc(-c2nn(-c3ccccc3)cc2C(=O)NC2CCC(O)CC2)cc1 (centres undefined)	102	23	-3	-0.3	-3	2	6	0	-5	-3
O=C(NCCn1cc(SCc2ccc(F)cc2)c2ccccc21)c1c(F)cccc1F	95	22	.	0.0	-3	-17	-5	-12	5	-6
CCOC(=O)Cc1nn(C)c(=O)c2ccccc12	96	-1	2	-3.4	-7	0	-1	-2	1	4
CCOc1ncccc1C(=O)OCC(=O)NC1CCCCC1	92	-1	-13	-1.7	-2	12	-5	-4	-1	2
Cc1c(C#N)c2ccccc2n1CC(=O)NCc1cccnc1	108	2	11	0.9	.	-1	5	-6	-5	2
COc1cccc(-c2cnc3c(NC=O)cc(-c4ccoc4)cn23)c1	103	11	13	44*	-4	5	0	26*	-2	3
N#Cc1ccccc1S(=O)(=O)N1CCN(c2cnccn2)CC1	87	0	-3	-3.7	-3	5	0	-4	-1	1
CCCOc1ccc(CCC(=O)N/N=C/c2ccncc2)cc1	99	2	2	1.8	-2	-16	2	-8	7	-2
COc1ccc(S(=O)(=O)c2c[nH]c(=S)[nH]c2=O)cc1Cl	85	0	8	-0.3	-4	2	-3	-1	5	1
Cc1csc(NC(=O)c2cccc(S(=O)(=O)N3CCCCC3)c2)n1	99	-2	-4	0.4	-8	2	-6	2	-2	-1
CC1C(=O)Nc2ccc(S(=O)(=O)N3CCCCCC3)cc21 (centres undefined)	102	-7	4	-2.3	-5	0	3	-11	2	1
CN(C)C(=O)COc1ccc(Br)cc1	99	-1	-2	-2.2	-5	-6	5	2	10	1
COc1ccc(CC(N)c2csc(NC(=O)Nc3ccccc3Oc3ccccc3)n2)cc1 (centres undefined)	97	1	-2	12*	-4	-28	2	3	9	-3
CC(C)(C)C1=Nn2c(nnc2-c2ccccc2F)SC1	98	3	-1	-0.1	-8	-2	1	-3	-3	-1
COc1ccc(-c2cccc(NS(=O)(=O)c3cc([N+](=O)[O-])ccc3Cl)c2)nn1	94	0	-1	-3.5	-16	-5	-4	-4	6	1
COc1ccc(C(CNC(=O)C(CCSC)NC(=O)c2ccccc2Cl)N2CCOCC2)cc1 (centres undefined)	106	3	-2	-0.2	-6	7	1	-4	-3	0
N#CCC(=O)N1CCCCCC1	98	-1	2	-2.1	-3	0	1	2	0	3
COc1ccccc1CNC(=O)OCc1nccnc1C(=O)Nc1ccc(Br)cn1	97	-8	-2	-1.6	-7	-9	1	-3	1	3
CCc1cc(CNC(=O)c2cc(COc3ccc(C)nc3)on2)on1	104	-2	-6	-2.8	.	-4	0	-1	-1	0
CCCC(=O)Nc1ccc(C(=O)COC(=O)C2CC2)cc1	94	-2	-14	-2.3	-3	-3	3	-7	-2	0
CCS(=O)(=O)Nc1ccc2c(c1)OCO2	97	0	5	-0.8	-5	4	4	6	-1	0
Cc1cc2nc3s/c(=C/c4ccc(-c5ccccc5C(=O)O)o4)c(=O)n3c2cc1C	212	23	-10	0.3	-18	3	2	-15	-2	2
C[C@@H]1CN([C@@H](C)CO)C(=O)c2cc(NS(=O)(=O)c3ccc(F)cc3)ccc2O[C@@H](C)CCCCO[C@H]1CN(C)C(=O)NC1CCCCC1	99	8	5	0.1	-7	-16	-3	8	7	3
O=C(c1ccccc1[N+](=O)[O-])N1CCc2ccccc2C1	103	26	2	-1.0	-18	2	0	1	5	-1
CCN(CC(=O)NCc1ccc(F)cc1)C(=O)/C=C/c1ccc(OC)c(S(=O)(=O)NC(C)C)c1	104	-17	-1	-1.7	-7	2	1	-3	-25	?
CC(C)c1onc(C(=O)NCc2ccccn2)c1[N+](=O)[O-]	103	3	9	-2.1	-19	-1	-7	-5	6	-1
CC1(C)C(c2ccccc2)=[N+]([O-])CN1O	103	2	0	-1.3	-8	1	1	-2	0	2

Among those listed so far, two contain a thiophene ring, fused or not.
SMILES	ABCB6 inh MLPCN	Exocytosis inh	PDI turbidity	MC4R barr agon	CaV13 ICDI inh	Cardio protect	m5-HT2A agonist	ABHD5 PLIN5 PPI	MC4R antag cAMP	N-glyco inh
CCCC(=O)NC(C)C(c1cccs1)N1CCN(c2ccccc2)CC1 (centres undefined)	94	-4	4	-1.2	.	11	1	0	11	-2
O=C1C=C(c2cc3ccccc3s2)C[C@@H](c2ccc3c(c2)OCO3)C1	87	2	-7	0.0	-11	-13	3	-4	7	-3

Carrying on:
SMILES	ABCB6 inh MLPCN	Exocytosis inh	PDI turbidity	MC4R barr agon	CaV13 ICDI inh	Cardio protect	m5-HT2A agonist	ABHD5 PLIN5 PPI	MC4R antag cAMP	N-glyco inh
S=C(NCc1cccs1)NCC1CCCO1 (centres undefined)	99	0	-3	2.5	-3	-3	2	1	0	3
COc1ccccc1NC(=O)CSc1nnc(-c2ccncc2)o1	100	0	1	2.5	-3	-4	-1	4	6	1
Cc1cccc(N2CCN(S(=O)(=O)c3cccc4nonc34)CC2C)c1 (centres undefined)	94	2	-7	-1.5	-4	-6	5	2	2	-3
COc1ccccc1NC(=O)c1ccc2[nH]c(C)c(C)c2c1	95	-11	6	-0.6	-3	-8	1	-7	8	-1
O=C1CCCCN1CC(=O)N1CCCC(Nc2ccc(F)c(F)c2)C1 (centres undefined)	94	1	7	-3.2	-7	2	4	-1	7	2
Cc1cc(C)n(-c2nc3ccccc3nc2N2CCN(C(=O)c3ccc(Cl)cc3)CC2)n1	102	-2	-2	0.7	-8	0	3	0	13	-3
CN(C)c1ccnc(Nc2ccc(O)cc2)c1C#N	100	-6	-1	1.4	-5	-8	7	4	29*	1
O=C(/C=C/c1cccc([N+](=O)[O-])c1)Nc1ccc(NC(=O)c2cccs2)cc1	102	3	-2	-1.2	-8	13	2	-7	1	-2
O=C(N/N=C/c1cccnc1)c1ccc(NC(=O)c2cccc(Cl)c2)cc1	96	21	14	-0.2	-4	2	-3	-3	3	-4
CC(C)NC(=O)c1cc(C2CCCCN2C(=O)OCCF)on1 (centres undefined)	99	0	-3	1.2	-16	0	4	0	12	2
Cc1ccc(-c2nnc(SCC(=O)NC3CCCc4ccccc43)n2N)cc1 (centres undefined)	94	-8	-1	-1.5	-2	-4	3	5	1	-3
COC(=O)[C@H]1C[C@@H]1[C@H](NS(=O)(=O)c1ccccc1)c1ccccc1	99	-4	3	-2.0	-4	-1	1	7	8	1
COc1ccc(C(=O)Cn2cc[n+](C)c2)cc1	96	0	-2	-0.4	5	9	0	4	-3	1
Cc1nnc(SCCn2c(Br)nc3c2c(=O)[nH]c(=O)n3C)s1	102	-2	0	-0.7	.	7	1	0	0	0
CCN1C(=NCCOC)N[C@@H](c2cccc(F)c2)C(C(=O)OC)=C1C	93	8	11	-2.3	.	0	-4	4	-1	0
O=C(NNc1cccc(Cl)n1)c1ccccc1CC[N+](=O)[O-]	99	4	2	-1.0	-4	14	-1	0	11	3
CCOc1ccc(CNC(=S)Nc2ccccc2)cc1Cl	103	-6	-1	4.1	-5	-12	-3	-3	15	1
Cc1cc(C)c(-c2noc(C(=O)OC(C)(C)C)c2C(=O)OC(C)(C)C)c(C)c1	92	-2	3	-0.1	-5	-14	-2	0	15	-3
Cc1ccc(NC(=O)NC2C(NC(=O)Nc3ccc(C)cc3)N(C)C(=O)N2C)cc1 (centres undefined)	97	-3	1	-0.7	-9	-3	-3	-4	4	4
O=C(CCS(=O)(=O)c1ccccc1)Nc1ccccn1	100	-8	-6	-1.5	-2	-1	4	8	-1	3
S=C(Nc1ccccn1)c1ccccn1	93	1	-2	-1.4	.	-20	-2	-11	1	10
CCOc1ccc(C2=[N+]([O-])C(C)(C)N(O)C2(C)C)cc1	82	1	4	-0.7	-3	11	-3	-1	1	5
Cc1ccc(NC(=O)Cc2ccc(Cl)cc2)cc1S(=O)(=O)N1CCCCCC1	93	2	9	2.6	-6	-18	-4	-14	8	-4
Cc1ccc(CNC(=O)c2ccc(N3CCC4(CC3)CC(c3ccccc3)=NO4)c(NC(=O)c3ccco3)c2)cc1	97	-30	-1	-1.4	-10	2	-3	-1	-4	3
Cc1nn(-c2ccc(F)cc2)c(Cl)c1/C=C/C(=O)OCC(=O)Nc1ccc(F)cc1F	95	-4	18	4.6	-6	-2	-1	-3	-1	-1
CCOc1ccc(-n2c(-c3ccccc3)c[nH]c2=S)cc1	95	4	2	0.0	-4	-2	-2	-20	0	-2
Cc1ccc(Oc2c(C(N)=O)cc([N+](=O)[O-])cc2[N+](=O)[O-])cc1	95	26	7	-1.6	-5	-17	0	63*	19	10
Cc1cc(NC(=O)CSCC(=O)Nc2nc3ccccc3s2)no1	96	-2	5	-0.3	-5	-1	5	9	6	5
COC(=O)c1ccc(Cn2cc(/C=C\[N+](=O)[O-])c3ccccc32)o1	104	17	-9	-0.6	-5	30	-3	43*	-26	1
